Screens from PubChem BioAssay.
SDO1 yeast rescue: sdo1-depleted yeast growth rescue | actives 0.21% (n = 140,000) | S. cerevisiae sdo1-depleted JHY4D growth rescue, OD600 30 h; active compounds read high; pdr5 snq2 efflux-pump mutant strain | z-score at 10 µM;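 active = z-score above 3 at both the 24 hr and the 30 hr optical density reads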;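 note: z-score against mean and SD of all compound wells on the same plate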
INS promoter inh: TRM-6 insulin promoter activity inhibition; TRM-6 cells (human fetal islet line), insulin promoter-eGFP reporter, imaging; reporter expression induced with tamoxifen; inhibition, % at 2 µM; actives 0.9% (n = 130,000); AID 1273;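 active = inhibition above the mean plus 3 SD, with well images judged a real hit on visual review, cut at about 60% in these data, passing the limit was not always enough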
SDO1 yeast rescue Rescue 24 h: second read-out of SDO1 yeast rescue, no call of its own (marks repeat the call); z-score; S. cerevisiae sdo1-depleted JHY4D growth rescue, OD600; measured here: growth rescue at 24 h;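 0 is the plate mean of compound wells and units are plate SD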
Starred values were filed as active, the others as inactive; nt = no result given; & = joins results of further samples.

No. | structure | SDO1 yeast rescue | SDO1 yeast rescue Rescue 24 h | INS promoter inh
1 | O=C(C[n+]1ccccc1)Nc1ccccc1Br | nt | nt | 56.2
2 | Cc1ccc(Nc2nnc(SCC(=O)Nc3cccc(S(=O)(=O)NC4=NCCCCC4)c3)s2)cc1 | -0.79 | -1.56 | 0.0
3 | O=C(c1ccco1)c1cn(CC(=O)N2CCCc3ccccc32)c2ccccc12 | -0.57 | 0.11 | 37.5
4 | CCOCCCn1c(SCc2nc3ccccc3s2)nc2ccccc2c1=O | -0.53 | -0.69 | 31.4
5 | CCCCNC(=S)NCCN1CCN(C(=S)NCCCC)CC1 | nt | nt | -63.6
6 | O=C(CSc1nc2c(c(C(F)(F)F)n1)CCc1ccccc1-2)NCc1ccc(F)cc1 | -0.7 | 1.17 | -128.6
7 | Cc1ccc(S(=O)(=O)N2CCC(C(=O)Nc3nnc(COc4ccccc4)s3)CC2)cc1 | 0.67 | 0.48 | 0.0
8 | CCOC(=O)CSc1nnc(-c2c[nH]c3ccccc23)n1CC | 0.5 | 0.75 | nt
9 | Cc1cc(C(=O)COC(=O)c2ccc(O)cc2)c(C)n1CCc1ccc(F)cc1 | nt | nt | 0.0
10 | CCOC(=O)c1sc(NC(=O)C2CCCO2)c(C(=O)OC)c1C (stereo unspecified) | nt | nt | -20.6
11 | CN(C)c1ccc(C(=O)Nc2nc3c(s2)CCCC3)cc1 | -2.4 | -1.92 | nt
12 | COc1ccc(C2CC(c3cccs3)=Nc3ccccc3S2)cc1 (stereo unspecified) | -0.92 | -0.24 | 12.5
13 | COc1ccc(N=C2SC(CC(=O)Nc3ccc(F)cc3)C(=O)N2Cc2ccco2)cc1 (stereo unspecified) | -1.67 | -1.57 | nt
14 | O=C(NNC(=O)c1sc2ccccc2c1Cl)Nc1ccc(Cl)cc1 | -0.43 | 1.54 | -19.5
15 | C/C(=N/NC(=O)c1ccncc1)c1cc2ccc(O)cc2oc1=O | 0.84 | 0.48 | nt
16 | O=C(O)CCSCC(=O)Nc1c(C(=O)C2CC2)oc2ccccc12 | 0.41 | 0.46 | 12.1
17 | COc1cc2c(cc1OC)C1(Nc3c-2c(C)nn3-c2ccccc2)C(=O)Nc2ccccc21 (stereo unspecified) | 0.61 | 0.36 | -16.7
18 | O=C(NC1CCCc2ccccc21)C1CCN(S(=O)(=O)c2cnc[nH]2)CC1 (stereo unspecified) | 0.44 | 0.22 | -156.2
19 | CC(=O)O[C@@H]1[C@H](OC(=O)CC(C)C)c2c(ccc3ccc(=O)oc23)OC1(C)C | -0.84 | -0.41 | -4.8
20 | Cc1cc(C)n2nc(C(=O)OCC(=O)Nc3ccc4c(c3)OCO4)nc2n1 | 1.85 | 2.13 | nt
21 | CN(N)c1nc(C(F)(F)F)nc2ccccc12 | nt | nt | -30.2
22 | COc1cccc2c(=O)n(CC(=O)Nc3ccccc3F)ccc12 | 0.7 | 0.58 | nt
23 | O=C1/C(=C/c2cccnc2)SC(=S)N1c1ccc(F)cc1 | -0.64 | -0.73 | 7.7
24 | COc1ccc(OCCCC(=O)Nc2cc([N+](=O)[O-])ccc2C)cc1 | -0.63 | -0.89 | nt
25 | CC(C)c1nnc(NC(=O)Cc2ccc(Br)cc2)s1 | -0.38 | -0.25 | 35.7

Compounds shown so far with fluorine, in the order listed:
No. | structure | SDO1 yeast rescue | SDO1 yeast rescue Rescue 24 h | INS promoter inh
6 | O=C(CSc1nc2c(c(C(F)(F)F)n1)CCc1ccccc1-2)NCc1ccc(F)cc1 | -0.7 | 1.17 | -128.6
9 | Cc1cc(C(=O)COC(=O)c2ccc(O)cc2)c(C)n1CCc1ccc(F)cc1 | nt | nt | 0.0
13 | COc1ccc(N=C2SC(CC(=O)Nc3ccc(F)cc3)C(=O)N2Cc2ccco2)cc1 (stereo unspecified) | -1.67 | -1.57 | nt
21 | CN(N)c1nc(C(F)(F)F)nc2ccccc12 | nt | nt | -30.2
22 | COc1cccc2c(=O)n(CC(=O)Nc3ccccc3F)ccc12 | 0.7 | 0.58 | nt
23 | O=C1/C(=C/c2cccnc2)SC(=S)N1c1ccc(F)cc1 | -0.64 | -0.73 | 7.7

Further compounds:
No. | structure | SDO1 yeast rescue | SDO1 yeast rescue Rescue 24 h | INS promoter inh
26 | COC(=O)c1n[nH]nc1-c1ccccc1 | -0.22 | 1.22 | -26.7
27 | COc1ccc(NC(=O)CSc2nnc(-c3ccncc3)n2CC2CCCO2)c(OC)c1 (stereo unspecified) | -0.05 | -0.39 | 44.4
28 | COc1ccc(OC)c(NC(=O)c2ccc(CN3CCOCC3)cc2)c1 | -0.73 | -0.14 | -39.3
29 | COCCOc1ccc(C(F)(F)F)cc1NC(=O)c1ccccc1 | -0.15 | -0.34 | nt
30 | Cc1cc(C)cc(NC(=O)Cn2ncn3c(cc4ccccc43)c2=O)c1 | 0.12 | 1.58 | nt
31 | Cc1ccn2c(NC(=O)c3cccs3)c(-c3ccccc3)nc2c1 | 0.58 | 0.48 | nt
32 | CC(C)(CO)NC12CC3CC(CC(C3)C1)C2 | nt | nt | 0.0
33 | O=C1OC2(CCCCC2)OC(=O)C1=CNc1nc2ccccc2s1 | 0.91 | 0.68 | -25.0
34 | CCCCc1c(O)c2ccccc2[nH]c1=O | 0.73 | 0.35 | 38.5
35 | CC(=O)Nc1ccc(NS(=O)(=O)c2cc(C)sc2C)cc1 | 0.92 | 0.64 | nt
36 | Cc1ccc(O)c(-c2cc3ccccc3[nH]2)c1 | -2.51 | -1.67 | -206.2
37 | Cc1cccc(-c2nc3ccccc3c3nncn23)c1 | -0.12 | 0.18 | -25.8
38 | CCOC(=O)CNC(=O)Cn1cnc2sc(C)c(S(=O)(=O)N3CCC(C)CC3)c2c1=O | 0.83 | 0.79 | -15.4
39 | O=C(CSc1nnnn1Cc1ccccc1)N1CCN(c2ccccc2)CC1 | -0.78 | -1.17 | 18.8
40 | CCCc1cc(=O)[nH]c(SCc2cccc(C)c2)n1 | -0.23 | 0.21 | 15.1
41 | CCCOc1ccc2oc(=O)c3c(c2c1)CCCN3C(=O)CN(C)Cc1ccccc1 | -1.57 | 0.1 | -44.4
42 | CCCc1nn(C)c(C(=O)Nc2ccc3ccccc3c2)c1Cl | 4.12* | 4.28* | -17.5
43 | Cc1ccc2nc(NC(=O)c3ccc(NS(=O)(=O)c4cccs4)cc3)sc2c1 | -0.85 | -0.33 | 16.7
44 | COc1ccccc1N1CCN(C(=O)c2nn(-c3ccccc3OC)c(=O)c3ccccc23)CC1 | -0.06 | 0.17 | nt
45 | Cn1c(=O)oc2cc(S(=O)(=O)N3CCOCC3)ccc21 | 1.66 | 2.24 | 33.3
46 | O=C(O)C1CC(c2ccccc2F)=NO1 (stereo unspecified) | 1.03 | 0.63 | -83.9
47 | CC(=O)c1c(C)[nH]c(C(=O)OCC(=O)Nc2cc(S(=O)(=O)N3CCCC3)ccc2Cl)c1C | 0.43 | 0.48 | nt
48 | c1ccc2c(c1)OCC(CNc1ncnc3nc[nH]c13)O2 (stereo unspecified) | 0.65 | 0.5 | nt
49 | CC(C)CCNC(=O)c1nnc(Cc2ccc(Cl)cc2)o1 | -1.14 | -0.52 | nt
50 | CCOC(=O)N1CCC(N2CCN(Cc3ccc(C)o3)C(CCO)C2)CC1 (stereo unspecified) | nt | nt | 27.8
51 | Cn1c(SCC(=O)NCc2ccc3c(c2)OCO3)nnc1-c1cccs1 | 1.46 | 1.94 | 0.0
52 | COC(=O)c1sc2nc(C)nc(SCC(=O)N3CCC(C(=O)O)CC3)c2c1C | nt | nt | 0.0
53 | CCOC(=O)c1[nH]c2cc3c(cc2c1NC(=O)CN1CCCCC1C)OCO3 (stereo unspecified) | -0.11 | -0.33 | nt
54 | O=C(NC1(C(F)(F)F)N=C2SCCN2C1=O)c1cccnc1 (stereo unspecified) | -0.76 | -1.18 | 13.3
55 | CCOC(=O)Cc1csc(NC(=O)NC2(C(F)(F)F)Oc3ccccc3O2)n1 | 0.26 | 0.66 | 8.3
56 | CN1CC(=O)NC1=NC(=O)C12CC3CC(CC(C3)C1)C2 | -0.88 | 0.07 | -20.0
57 | CC1(C)N([O-])C2=C(c3ccccc3C2=O)[N+](=O)C1(C)C | -0.13 | -0.55 | -16.7
58 | O=C(/C=C/c1ccccc1)c1ccccc1O | -0.85 | -0.71 | 40.0
59 | CN(C)S(=O)(=O)Nc1ccc2c(c1)OCO2 | 1.26 | 0.92 | nt
60 | COc1ccc(Cn2ccnc2)cc1Br | -0.01 | -0.42 | 7.1
61 | Cn1c(COc2ccc(Cl)cc2)nnc1SCc1ncc(-c2ccccc2)o1 | -1.75 | -0.98 | nt
62 | CCOc1ccc(/C=N/OCC(=O)NC(c2ccccc2)c2ccccc2)cc1 | -1.15 | -0.88 | -18.9
63 | CN(C)C(=S)SCC(=O)Nc1ccc(Cl)cc1Cl | 0.15 | -0.21 | 2.6
64 | Cc1cc(C)nc(N/N=C/c2ccccc2OCc2cccc(Br)c2)n1 | -0.04 | 0.13 | -41.4
65 | Cc1nc2cccc(C(=O)Oc3ccc([N+](=O)[O-])cc3)c2o1 | nt | nt | 0.0
66 | FC(F)(F)c1cc(-c2cccs2)n[nH]1 | -0.59 | -0.74 | 12.5
67 | Cn1c(=O)c2c(nc(-n3ccnc3)n2Cc2ccccc2)n(C)c1=O | 0.59 | 0.2 | 27.3
68 | O=C(CSc1nnnn1-c1ccccc1)CC(=O)Nc1ccc(Cl)cc1 | 1 | 1.73 | 13.9
69 | CC1CCc2nn(CC(=O)N3CCN(C(=O)c4ccco4)CC3)cc2C1 (stereo unspecified) | 0.27 | 0.12 | nt
70 | O=C(c1c(O)c2ccccc2oc1=O)C1CCC1 | 0.94 | 1.43 | nt
71 | CCOc1cc(/C=N\NC(=O)c2ccc(C)nc2)cc([N+](=O)[O-])c1O | 0.46 | -0.39 | -10.7
72 | C=CCSc1nc(-c2ccc3c(c2)OCO3)cc(C(F)(F)F)c1C#N | 0.36 | 1.2 | -33.3
73 | Cc1cccc2sc(NC(=O)CCNS(=O)(=O)c3cccs3)nc12 | -0.48 | -0.37 | -33.3
74 | CC12C(=O)N(NC(=O)c3ccncc3)C(=O)C1C1C=CC2C1 (stereo unspecified) | 0.35 | -0.32 | nt
75 | CCCCNc1nc(N)nc(-c2cc(Cl)ccc2O)n1 | -2.16 | -2.15 | 15.4

New compounds follow
No. | structure | SDO1 yeast rescue | SDO1 yeast rescue Rescue 24 h | INS promoter inh
76 | CC1CC(C)CN(CCOCCSc2ccccc2)C1 (stereo unspecified) | -0.65 | -0.65 | nt
77 | CC(/C=N/NC(=O)Cc1cccs1)=C\c1ccccc1 | -1.28 | -0.55 | -7.7
78 | COc1ccc(CCn2c(C)c(C(C)=O)c(C(C)=O)c2C)cc1OC | nt | nt | -58.3
79 | Cc1nn(-c2ccccc2)c(C)c1C(=O)OCC(=O)NC12CC3CC(CC(C3)C1)C2 | -1 | -0.76 | 0.0
80 | Cc1nc(N)sc1C(=O)N/N=C/c1ccco1 | 0.49 | -0.59 | -82.3
81 | CC(C)CCNC(=O)C(C)N(C(=O)Cn1nnc(-c2ccc(F)cc2)n1)C1CCCC1 (stereo unspecified) | -0.95 | -0.84 | -72.7
82 | C=CCOC(=O)C(C#N)c1nc2ccccc2nc1N1CCN(c2ccccc2OC)CC1 (stereo unspecified) | -1.47 | -0.67 | -71.9
83 | O=C(Nc1ccc(N2CCOCC2)c(Cl)c1)c1ncn[nH]1 | 0.38&0.59 | 0.22&0.19 | nt
84 | O=C(Nc1cccc2ccccc12)c1ccc(OC(=S)N2CCOCC2)cc1 | -1.07 | -1.5 | nt
85 | CCC(C)n1c(C)nc2c(c1=O)c1nc3ccccc3nc1n2CCC1=CCCCC1 (stereo unspecified) | -1.66 | -0.91 | -28.6
86 | CSc1nnc(C)c(=O)n1COC(=O)c1ccc([N+](=O)[O-])cc1 | nt | nt | 33.3
87 | COc1cc(C(=O)Nc2ccc(NC(C)=O)cc2)ccc1OCc1ccccc1 | nt | nt | -45.5
88 | O=C(Nc1cccc(-c2nc3ccccc3s2)c1)c1cc(=O)c2ccccc2o1 | 0.13 | 0.88 | nt
89 | Cc1nn(C(C)(C)C)c(OC(=O)c2ccc3c(c2)OCO3)c1S(=O)(=O)c1ccccc1 | -1.41 | -0.41 | -9.1
90 | Cc1ccc(C(=O)NCC(=O)O)cc1S(=O)(=O)N1CCCCC1 | 0.89 | 0.63 | 54.4
91 | CCc1nnc(NC(=O)CSc2nc3c(c(=O)n2-c2ccccc2OC)SCC3)s1 | 1.03 | 0.71 | nt
92 | CCn1c(SCC(=O)Nc2ccc(OC)cc2)nnc1-c1ccco1 | -0.35 | -0.82 | -12.5
93 | Cc1cc(=O)[nH]c(N/N=C/c2ccc(Br)s2)n1 | 1.17 | 0.37 | 0.0
94 | CCCCCCNS(=O)(=O)c1nc2nc(C)cc(C)n2n1 | 1.17 | 1.45 | -114.3
95 | CCOc1ccccc1NC(=O)CSc1nnnn1-c1ccc(C(=O)OC)cc1 | 0.08 | 1.42 | 19.4
96 | O=C1CCCCCN1Cc1ccccc1 | -0.21&1.01 | -0.52&0.54 | 4.9
97 | Cc1oc(C(C)(C)C)c(CN2CCCC2)c1C(=O)O | 0.27 | -0.74 | 23.1
98 | O=C(Nc1nccs1)c1cc(S(=O)(=O)N2CCOCC2)c(Cl)cc1Cl | 0.44 | 0.25 | -15.8
99 | COc1ccc(C(=O)COC(=O)C(CCCCN2C(=O)C3C4C=CC(C4)C3C2=O)N2C(=O)C3C4C=CC(C4)C3C2=O)cc1 (stereo unspecified) | 0.48 | 0 | 48.6
100 | Nc1nc(-c2ccc(Br)cc2)c(S(=O)(=O)c2ccccc2)s1 | 2.12 | 2.46 | nt
101 | COc1ccc(CNC(=O)c2noc(C(C)C)c2[N+](=O)[O-])cc1 | 1.06 | 1.26 | -50.0
102 | CC(=O)NCc1c(Cl)cccc1-n1cccc1 | 1.36 | 2.81 | 17.9
